ATG4B inhibitor: blocks human ATG4B protease cleavage of LC3 substrate. Q9Y4P1. ATG4B cleavage of LC3-PLA2, NBD-HPC fluorescence, 1 h. inhibition, % at 8.33 µM. 0.51% of 340,000 active. AID 504462; in the data active = inhibition above about 40%
MPTP inh: blocks calcium-induced mitochondrial swelling | inhibition, % at 10 µM | isolated mouse mitochondria, Ca2+ swelling absorbance, 30 min | 1.4% of 360,000 active;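 active = inhibition of 50% or more, scaled per plate between neutral and stimulator controls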;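 note: 0% = DMSO wells given calcium and 100% = 1 mM EGTA wells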
SENP8 inh: blocks human SENP8 cleavage of Nedd8 substrate; Q96LD8; recombinant SENP8, Nedd8 substrate fluorescence; inhibition, % at 20 µM; 0.64% of 360,000 active; AID 602440; in the data active = inhibition mostly above about 40%, no sharp cut-off; inactive = mostly below about 27%
Target sequence (Q96LD8 whole entry, looked up): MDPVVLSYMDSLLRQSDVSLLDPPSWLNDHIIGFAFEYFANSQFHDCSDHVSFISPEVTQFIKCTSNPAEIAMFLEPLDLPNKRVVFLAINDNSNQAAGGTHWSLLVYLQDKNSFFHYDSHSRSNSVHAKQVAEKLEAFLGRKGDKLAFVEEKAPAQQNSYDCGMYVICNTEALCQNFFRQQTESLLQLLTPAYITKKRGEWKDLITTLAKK
GRIN3A LBD mod: modulators (binders) of human NR3A ligand-binding domain | NR3A LBD differential scanning fluorimetry, Tm shift; 0% = protein alone, 100% = glycine-bound protein | Tm shift relative to glycine control, % at 25 µM | 2.5% of 340,000 active | AID 1259313;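 active = melting temperature shift of at least 10% of the positive control shift, at one fixed dose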
hIAP act: increases human intestinal alkaline phosphatase activity; activation factor at 10 µM; AID 2524; purified human IAP, CDP-Star luminescence, 30 min; hits give high values; 1 = vehicle-only enzyme, 0 = enzyme-free background; 0.16% of 330,000 active; P09923;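 active = activation factor of the enzyme at least 2-fold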; note: the source names both 10 and 20 µM as test concentration; values of inactives mirror those of a sister screen read the other way
Target sequence (P09923 whole entry, looked up): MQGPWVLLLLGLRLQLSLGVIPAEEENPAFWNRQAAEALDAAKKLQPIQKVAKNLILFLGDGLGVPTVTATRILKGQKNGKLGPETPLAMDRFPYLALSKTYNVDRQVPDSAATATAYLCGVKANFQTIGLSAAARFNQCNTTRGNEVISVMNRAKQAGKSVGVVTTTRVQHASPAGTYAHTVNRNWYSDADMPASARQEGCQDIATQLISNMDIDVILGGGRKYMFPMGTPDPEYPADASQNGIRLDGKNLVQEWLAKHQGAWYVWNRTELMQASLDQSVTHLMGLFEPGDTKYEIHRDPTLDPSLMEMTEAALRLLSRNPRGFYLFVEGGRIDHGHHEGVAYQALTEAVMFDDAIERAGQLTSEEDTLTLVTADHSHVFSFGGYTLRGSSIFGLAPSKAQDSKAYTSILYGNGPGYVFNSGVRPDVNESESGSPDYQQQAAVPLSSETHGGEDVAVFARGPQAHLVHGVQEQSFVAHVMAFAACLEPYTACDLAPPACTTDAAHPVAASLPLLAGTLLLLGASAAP
SENP6 block: SENP6 protease inhibition; inhibition, % at 10 µM; AID 2599; Recombinant SENP6 catalytic domain, aminoluciferin luminescence; Q9GZR1; 1.8% of 330,000 active;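 active = inhibition above about 50% at the single tested dose, limit read from the data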;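 note: plate controls were DMSO wells with enzyme for no effect and DMSO wells lacking enzyme for full effect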
PfGluPho inh: PfG6PD (Plasmodium falciparum) enzyme inhibition; PfGluPho enzyme, NADPH resazurin-diaphorase fluorescence; 0.78% of 350,000 active; inhibition, % at 20 µM;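 active = inhibition reaching at least a set limit at 20 µM in the primary screen, cut at about 59% in these data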;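 note: 0% = DMSO wells with substrate and 100% = DMSO wells lacking glucose-6-phosphate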
SENP1 FRET inh: SENP1 (human) catalytic domain inhibition. recombinant SENP1 catalytic domain, CyPet-SUMO1-YPet FRET cleavage. inhibition, % at 10 µM. 0.21% of 360,000 active. AID 624204;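 active = inhibition at least 30% at 10 µM, raw YFP signal under a set limit, fluorescence ratio 0.5 to 1.5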;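 note: 0% = enzyme with DMSO and 100% = no enzyme wells; some results filed as inactive read as strong as hits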
Target sequence (Q9P0U3 419-644 limits assumed): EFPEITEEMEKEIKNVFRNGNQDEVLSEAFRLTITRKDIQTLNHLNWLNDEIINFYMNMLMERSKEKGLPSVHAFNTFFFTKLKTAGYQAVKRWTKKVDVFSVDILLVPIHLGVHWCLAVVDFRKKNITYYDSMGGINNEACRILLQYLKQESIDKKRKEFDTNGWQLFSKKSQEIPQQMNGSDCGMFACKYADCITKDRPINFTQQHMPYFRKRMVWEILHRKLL
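Test system: hSENP1 catalytic domain, recombinant; Amount: 20 pM final SENP1 enzyme; Medium: Tris pH 8 buffer plus EDTA, NaCl, BME, BSA, NP40, catalase; Schedule: 50 min enzyme reaction, room temperature, light-protected; Technique: FRET fluorescence in CFP and YFP emission channels; Controls: no-enzyme wells low, DMSO-plus-enzyme wells high control.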
Numbers without * were called inactive; x = not tested or not shown.

SMILES	ATG4B inhibitor	MPTP inh	SENP8 inh	GRIN3A LBD mod	hIAP act	SENP6 block	PfGluPho inh	SENP1 FRET inh
O=C(Cn1c(C(F)(F)F)nc2ccccc21)Nc1ccccc1C(=O)O	-9	-0.3	4	-3	0.93	-10	18	-1
C/C=C/c1c(F)c(F)c(Oc2ccc(C(=O)O)cc2)c(F)c1F	1	-3.1	11	-1	0.81	3	-19	3
CN(C)N=Nc1ccc(-c2cn(Cc3ccccc3)cn2)cc1	3	1.7	7	2	1.6	0	6	0
Cc1cccc(C(C)C)c1NC(=O)C(C)OC(=O)Cn1cnc2c1c(=O)n(C)c(=O)n2C (stereo not drawn)	-3	-0.8	5	-2	1.2	-8	-5	3
O=C1CC(C(=O)O)C(c2ccccc2)c2ccccc21 (stereo not drawn)	1	-0.3	12	-1	x	x	2	2
CC1(C)C(=O)Nc2ccccc2N1C(=O)CN1C(=O)C(=O)N(C2CCCC2)C1=O	-1	0.7	18	-2	1.1	1	-3	-1
CC(C)N(C(=O)[C@H]1C[C@H](CC(=O)NCC23CC4CC(CC(C4)C2)C3)C(=O)N2CCc3c([nH]c4ccc(Cl)cc34)[C@]12C)C(C)C	-2	2.5	-3	6	x	x	28	1
CC(/C=N/NC(=O)c1c(Br)cnn1C)=C\c1ccccc1	10	-1.4	7	7	1.2	6	-7	-1
COc1ccc(CCNC/C=C/c2ccccc2)cc1	6	0.7	18	-1	x	x	2	-2
Cc1noc(C)c1CSCC(=O)N(C)CC(=O)Nc1ccccc1C(F)(F)F	-1	-1.3	8	1	1.1	11	-9	0
COc1ccccc1NC(=O)N1CCCC1C(=O)NC12CC3CC(CC(C3)C1)C2 (stereo not drawn)	-8	-0.4	0	3	0.95	18	-8	0
CCc1cc2c(Nc3ccccc3O)nc(C)nc2s1	-6	0.5	-10	1	1.1	3	-8	1
COC(=O)c1cc(-c2c(-c3ccc4c(c3)OCO4)noc2-c2ccsc2)cc([N+](=O)[O-])c1	8	0.4	3	-4	0.93	6	-12	-3
CCOC(=O)c1c(-c2ccc(C)cc2)cn2ccccc12	28	3.3	-459	-16	0.72	6	20	-2
O=C(Nc1cccnc1)c1cc(-c2cccc(Br)c2)nc2ccccc12	-7	1.3	0	3	1.2	-17	21	3
Cc1cc(Nc2cccc(Br)c2)c2ccccc2n1	-2	83*	-341	-2	0.92	10	7	2
CN(c1ccc(C(=O)Nc2cccnc2)cc1)S(=O)(=O)c1ccc(Cl)cc1	-6	1.5	13	2	1	-2	19	1
O=C(CNC(=O)c1ccc(OC(F)F)cc1)NCC1(N2CCOCC2)CCCCC1	-3	-0.5	2	2	0.98	-9	12	2
Cc1cc(Cl)ccc1NC(=O)CCN1C(=O)NC(C)(C)C1=O	-3	-2.1	9	2	0.86	4	1	0
Cc1ccc(-c2[nH]nc3c2C(c2ccsc2)C(C#N)=C(N)O3)cc1 (stereo not drawn)	-11	6.8	14	12*	1	-3	21	1

Compound profiles, from the list above:
Listed for CCc1cc2c(Nc3ccccc3O)nc(C)nc2s1 → ATG4B inhibitor = -6; MPTP inh = 0.5; SENP8 inh = -10; GRIN3A LBD mod = 1; hIAP act = 1.1; SENP6 block = 3; PfGluPho inh = -8; SENP1 FRET inh = 1
Listed for Cc1noc(C)c1CSCC(=O)N(C)CC(=O)Nc1ccccc1C(F)(F)F → ATG4B inhibitor = -1; MPTP inh = -1.3; SENP8 inh = 8; GRIN3A LBD mod = 1; hIAP act = 1.1; SENP6 block = 11; PfGluPho inh = -9; SENP1 FRET inh = 0

(further entries)
SMILES	ATG4B inhibitor	MPTP inh	SENP8 inh	GRIN3A LBD mod	hIAP act	SENP6 block	PfGluPho inh	SENP1 FRET inh
CNn1cnc2ccsc2c1=O	-3	4.9	16	1	1	-13	10	2
O=C(O)CCn1cc(/C=N/O)c(-c2cccc([N+](=O)[O-])c2)n1	2	-0.5	16	1	1.1	-2	-5	1
CC(CN1C(C)CCCC1C)OC(=O)c1cccc(F)c1 (stereo not drawn)	-1	-0.1	23	2	0.99	-16	-9	3
O=C(OCCN=C1NS(=O)(=O)c2ccccc21)c1ccncc1	-2	0.2	12	2	0.94	8	8	-1
O=C(N/N=C/c1ccc2c(c1)OCO2)c1sc2cc(Cl)ccc2c1Cl	10	-0.2	-123	-1	0.9	2	-8	1
O=C(Cn1cc(C(F)(F)F)ccc1=O)NCc1ccc(F)cc1	1	-2.1	13	-1	0.97	-27	6	1
CCCCNc1cc(NC(C)=O)cc2cc(OC)c(OC)cc12	-10	2.9	-272	-3	0.95	51*	72*	3
O=C(CN1C(=O)c2ccc([N+](=O)[O-])cc2C1=O)NCC1CCCO1 (stereo not drawn)	2	-1.1	19	1	1	-1	-5	1
O=C(CSc1nnc(COc2ccccc2)o1)NCCc1ccccc1	3	-0.7	23	1	0.89	-29	2	2
COc1ccc(Cn2nnnc2C(c2cc3cc(C)cc(C)c3[nH]c2=O)N2CCOCC2)cc1 (stereo not drawn)	-6	-2.7	-88	0	0.84	3	9	-82
CN(C)S(=O)(=O)c1cccc(NC(=O)COC(=O)c2cn(-c3ccccc3)nc2-c2ccccc2)c1	-4	2.2	7	14*	1.1	-12	-2	0
CC(C)CCC(C(=O)O)C(C)CC(=O)Nc1ccn(-c2ccccc2)n1 (stereo not drawn)	-2	-1.0	32	-1	0.96	-2	-10	0
Nc1nonc1-c1nc2ccccc2n1CC(=O)N/N=C\c1ccc(-c2ccc(Cl)cc2)o1	8	0.4	-480	2	1.1	-14	0	-19
CS(=O)(=O)N(CC(=O)N1CCN(Cc2ccccc2)CC1)c1cccc(Cl)c1	-7	-1.0	10	2	1.2	2	7	13
Cc1ccc(CSc2ccc(S(=O)(=O)N3CCCC3)cn2)cc1	-1	-0.2	-2	-2	1	-7	12	-2
C=CCOc1cccc(/C=C\c2nc(O)c([N+](=O)[O-])c(=O)[nH]2)c1	-7	0.1	12	0	0.88	11	0	-2
Cc1noc(C)c1COc1ccc(C(=O)N(C)CCOc2ccccc2)cc1	-21	-0.3	4	2	1.1	-2	-3	1
Nc1nc(-c2ccccc2)cn1N	-8	-4.6	5	11*	0.95	-15	5	-14
Brc1ccccc1-c1nnc(COc2ncnc3ccccc23)o1	-6	0.6	-7	0	1.1	5	-13	-5
COc1ccc(CCNC(=O)CSc2nnc(-c3ccccc3)o2)cc1OC	-8	-0.7	18	-2	1	-9	1	1
COc1ccc(-c2cc(C)no2)cc1S(=O)(=O)Nc1cccc(C)c1	-17	1.3	8	-8	1.1	-15	7	-1
Brc1ccc(-c2csc(N3CCC(c4ccccc4)C3)n2)cc1 (stereo not drawn)	0	1.5	9	4	0.86	-11	-6	0
CCCCN(C)CCCNC(=O)C1(O)c2ccccc2NC(=O)N1c1ccc(Cl)cc1 (stereo not drawn)	-6	1.0	7	2	1.1	4	4	0
Cc1cc(C)c(OCC(=O)Nc2ccc(N3CCOCC3)cc2)c(Br)c1	x	1.0	4	x	0.82	-9	x	0
Cn1c(NCc2cccc(Br)c2)nc2ccccc21	-5	0.4	10	1	0.82	6	2	0
COc1ccc(-n2cnnc2SCC(=O)c2ccc(S(=O)(=O)N3CCOCC3)cc2)cc1	-1	1.6	-3	0	1.1	-20	3	14
O=C(Cc1cccc(NC(=O)C2CCN(C(=O)C3CCC3)CC2)c1)Nc1cccc(C(=O)N2CCOCC2)c1	-1	-1.5	9	8	x	x	7	3
CC(=O)c1cccc(NC(=S)NC(=O)Cc2ccccc2)c1	2	1.5	14	0	0.95	-4	19	4
O/N=C1/CCc2cccc3cccc1c23	-16	1.3	4	-3	1.1	1	33	-17
C=CCOC(=O)CCCC(=O)NC1CCCCC1	2	1.6	22	-1	1	-12	-13	1
O=C(Nc1cccc(S(=O)(=O)N2CCCCCC2)c1)C1CCN(C(=O)c2ccc(F)cc2)CC1	2	-3.9	8	-5	0.96	-4	18	2
Cc1cccc(N2CCN(C(=O)CCS(=O)(=O)c3ccc4c(c3)oc(=O)n4C)CC2)c1C	7	-0.4	8	-4	1.3	-10	0	-1
CCOC(=O)CNc1ncc([N+](=O)[O-])cc1C#N	4	2.1	7	-8	0.99	1	-4	-17
Cc1cc(=O)[nH]c2[nH][nH]c(=O)c12	0	-1.9	10	0	x	x	13	0
CCOc1ccc(CN(C)CC(=O)Nc2cc(C)c(C)cc2[N+](=O)[O-])cc1	3	-1.0	11	0	0.94	-6	10	0
NC(=O)C1=C[C@@H](c2ccc(C(F)(F)F)cc2)C[C@@H](OCCCCO)O1	-12	-1.0	-16	-1	0.87	3	17	-2
CCOc1cc(CNCc2ccccn2)cc(Cl)c1OC	-6	-2.0	3	0	0.98	12	1	3
CC(=O)Nc1ccc(S(=O)(=O)NNC(=O)C(=O)NNc2ccccn2)cc1	10	0.0	19	0	2.8*	8	-6	4
c1ccc(C2=NC(c3ccccc3)N=C(c3ccccc3)N2)cc1	2	0.5	32	0	0.89	-10	4	0
Cc1ccc(OCC(=O)c2cc(C)c(C)cc2C)c([N+](=O)[O-])n1	2	1.3	1	-1	0.98	16	11	-4
O=C(N/C(=C/c1ccc(F)cc1)C(=O)N1CCOCC1)c1ccccc1	-10	-0.3	4	0	0.9	-10	8	-2
CCOc1ccccc1CNC(=O)c1nn(C)c2c1CS(=O)(=O)c1ccccc1-2	-7	-0.8	18	0	0.87	-6	-4	0
CC1Nc2ncnc(N3CCN(c4ccccc4)CC3)c2N(Cc2ccccc2)C1=O (stereo not drawn)	-12	-0.3	12	-3	0.95	-12	8	-1
CN1CCN(C(=O)c2cccc(S(=O)(=O)N3CCCCC3)c2)CC1	-3	0.4	18	-3	0.94	7	-20	1
COC(=O)CNC(=O)c1cc(-c2ccncc2)nc2ccccc12	-3	-1.2	-1	2	1.1	-1	-14	-1
CCn1c(SCC(=O)Nc2cc(C)on2)nnc1-c1c[nH]c2ccccc12	-11	0.9	14	-2	1	11	-13	-1
CCc1ccc(OCC(=O)Oc2ccc([N+](=O)[O-])cc2)cc1	-2	1.3	8	0	1.1	-8	-11	2
Cc1cccn2c(=O)c(C=Nc3ccc(Cl)cc3)c(NCCO)nc12	8	2.3	-265	0	0.9	-19	2	-20
Cc1ccc2oc(/N=C(\N)NC(=O)C(C)(C)C)nc2c1	6	-2.8	-2	-1	1.2	37	4	-2
CCCN1CCC(NC(=S)Nc2ccc(C(=O)OCC)cc2)CC1	-7	13	11	3	1	-17	11	4
CC(=O)Oc1cc2c3c(c1)/C(=C1/SC(=S)NC1=O)C(=O)N3C(C)(C)C=C2C	-6	42	26	-1	1.1	10	80*	-1
CCCCCOC(=O)C1=C(C)Nc2ncnn2C1c1cccs1 (stereo not drawn)	-10	9.7	8	-1	1	1	5	0
Cc1nn(Cc2ccc(F)cc2)c(C)c1NC(=O)c1cc(-c2ccco2)on1	19	-0.4	7	1	1.1	-4	7	2
CCCc1nc2oc3c(NCc4ccccn4)ncnc3c2c2c1COC(C)(C)C2	3	1.2	-151	0	0.94	26	52	-1
COc1ccc(OC)c(S(=O)(=O)NCC(c2cccs2)N2CCc3ccccc3C2)c1 (stereo not drawn)	-10	-0.9	6	2	0.98	1	0	2
Cc1ccc(-n2c(SCC(=O)NCC3CCCO3)nc3ccccc3c2=O)cc1 (stereo not drawn)	7	-0.7	3	-2	0.92	0	9	-1
COc1ccc(C2C(C(N)=O)=C(C)Nc3nc(CCCO)nn32)cc1OC (stereo not drawn)	2	0.6	4	2	0.99	6	-8	2
CC(C)CC(=O)N1CCN(Cc2ccc3ccccc3c2)CC1	2	0.7	3	2	1.2	-5	-1	-1
Cc1c(Cl)cccc1NC(=O)c1ccccc1-c1ccccc1C(=O)O	-4	1.1	2	2	1	-11	-28	0

Of the compounds above, these have a furan ring, fused or not:
SMILES	ATG4B inhibitor	MPTP inh	SENP8 inh	GRIN3A LBD mod	hIAP act	SENP6 block	PfGluPho inh	SENP1 FRET inh
Nc1nonc1-c1nc2ccccc2n1CC(=O)N/N=C\c1ccc(-c2ccc(Cl)cc2)o1	8	0.4	-480	2	1.1	-14	0	-19
Cc1nn(Cc2ccc(F)cc2)c(C)c1NC(=O)c1cc(-c2ccco2)on1	19	-0.4	7	1	1.1	-4	7	2
CCCc1nc2oc3c(NCc4ccccn4)ncnc3c2c2c1COC(C)(C)C2	3	1.2	-151	0	0.94	26	52	-1

Assay outcomes (PubChem)
